High-throughput results from PubChem.
hcDAF12 agonist = activators of H. contortus DAF-12 nuclear receptor; HEK293 hcDAF-12 lit1-tk-luc reporter, luminescence; 0% DMSO, 100% Δ7-dafachronic acid; hit rate 1.4% among 370,000; AID 652067; activation, % at 6.8 µM;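 active = activation above the mean of all tested compounds plus 3 SD, cut at about 5.5% in these data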;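 note: 100% = response to 3 µM Δ7-dafachronic acid high control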
GAA850 FXN act = increases GAA850 frataxin promoter reporter activity. activation, % at 6 µM. AID 540364. hit rate 0.56% among 360,000. HEK293 lucGAA850 FXN promoter luciferase reporter, 24 h; percent of 10 µM SAHA response;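 active = activation above the average of all compounds screened plus 3 SD, cutoff fixed separately per campaign, cut at about 7.5% in these data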;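 note: 0% = DMSO wells and 100% = 10 µM SAHA wells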
sPLA2-III inh = Blocks human group III sPLA2 activity; QFRET BODIPY PC-A2 liposome hydrolysis, fluorescence; hit rate 0.56% among 370,000; Q9NZ20; inhibition, % at 12.2 µM;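 active = inhibition above mean plus 3 SD of compounds lying within the high and low control bounds, cut at about 19% in these data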;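 note: 0% = median of test compound wells and 100% = no enzyme DMSO wells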
ssDAF12 agonist = S. stercoralis DAF-12 activation, primary screen. activation, % at 6.8 µM. HEK293 ssDAF-12/GRIP1 lit1-tk-luc reporter, luminescence; % of 3 µM dafachronic acid response. hit rate 1% among 370,000;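 active = activation above the mean over all tested compounds plus 3 SD, cut at about 0.9% in these data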;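 note: 0% = DMSO-only wells and 100% = 3 µM delta7-dafachronic acid wells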
DAX1 inh-1 = NR0B1 (DAX1) inhibition; P51843; HEK293 Gal4-DAX1 luciferase reporter, luminescence; inhibition, % at 6.75 µM; hit rate 0.99% among 340,000; AID 504766;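 active = inhibition above the mean over all tested compounds plus 3 SD, cut at about 4.2% in these data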;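 note: 0% = DAX1-transfected cells with DMSO and 100% = empty-vector control cells with DMSO; inhibition shows as a rise in luminescence from relieved DAX1 repression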
Target sequence (P51843 207-470 limits assumed): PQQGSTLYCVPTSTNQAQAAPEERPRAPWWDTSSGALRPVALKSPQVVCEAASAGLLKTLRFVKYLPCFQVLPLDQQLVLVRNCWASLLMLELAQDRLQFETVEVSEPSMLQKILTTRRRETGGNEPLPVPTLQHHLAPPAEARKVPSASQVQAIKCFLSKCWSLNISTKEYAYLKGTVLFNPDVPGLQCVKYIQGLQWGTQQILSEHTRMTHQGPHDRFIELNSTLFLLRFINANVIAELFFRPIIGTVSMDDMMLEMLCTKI
PLCb3 inh = PLC-beta3 (human) inhibition, primary screen | Q01970 | Purified PLC-beta3, fluorogenic substrate, fluorescence | inhibition, % at 12.2 µM | hit rate 0.18% among 370,000; in the data active = inhibition above about 11%;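 note: 0% = median of compound wells on plate and 100% = full blocker control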
NR1D1 modulator = modulates human Rev-erb alpha binding to DNA. Rev-erbα–FITC-DNA binding, fluorescence polarization, 90 min. activity, % at 10 µM. hit rate 0.79% among 370,000. AID 1259318;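 active = activity above about 14%, limit read from the data; passing the limit was not always enough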;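 note: 0% = DMSO wells with 35 nM protein and 100% = DMSO wells with 750 nM protein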
Target sequence (P20393 whole entry, looked up): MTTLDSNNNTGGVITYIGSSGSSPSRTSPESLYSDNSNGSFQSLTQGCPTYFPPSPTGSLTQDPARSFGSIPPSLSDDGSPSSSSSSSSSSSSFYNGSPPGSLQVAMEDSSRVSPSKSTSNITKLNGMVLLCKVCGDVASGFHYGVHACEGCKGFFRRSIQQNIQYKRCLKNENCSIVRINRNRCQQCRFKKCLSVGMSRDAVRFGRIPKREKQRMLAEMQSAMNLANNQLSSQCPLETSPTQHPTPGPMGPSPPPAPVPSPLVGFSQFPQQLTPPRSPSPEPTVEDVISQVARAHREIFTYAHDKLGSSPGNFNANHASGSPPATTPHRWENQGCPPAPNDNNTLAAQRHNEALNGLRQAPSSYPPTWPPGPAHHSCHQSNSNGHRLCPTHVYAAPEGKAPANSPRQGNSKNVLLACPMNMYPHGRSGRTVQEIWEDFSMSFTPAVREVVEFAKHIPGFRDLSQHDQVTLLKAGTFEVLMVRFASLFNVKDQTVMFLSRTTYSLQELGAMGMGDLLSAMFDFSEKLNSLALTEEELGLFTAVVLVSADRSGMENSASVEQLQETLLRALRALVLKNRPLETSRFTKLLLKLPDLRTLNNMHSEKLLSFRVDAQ
SMARCA2 act = SMARCA2 function activation, primary screen | MG213 cells, MMTV-luciferase reporter, dexamethasone, overnight | activation, % at 9.1 µM | hit rate 1% among 370,000 | AID 652017; in the data active = activation above about 7.8%;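 note: 0% = vehicle wells and 100% = reference activator wells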
PG9 binder = small molecules binding HIV-1 gp120 antibody PG9; inhibition, % at 6.7 µM; TR-FRET gp120-PG9 antibody binding; hit rate 0.43% among 360,000; in the data active = inhibition above about 8.5%
DAX1 inh-2 = inhibitors of DAX1 repression of SF-1 activated StAR promoter; HEK293T StAR-luciferase reporter, SF-1/DAX-1 repression relief; AID 652010; hit rate 1.1% among 370,000; inhibition, % at 6.8 µM;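 active = inhibition above the mean over all tested compounds plus 3 SD, cut at about 3.6% in these data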;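 note: 0% = DAX-1 cells with DMSO and 100% = cells lacking DAX-1 with DMSO; higher inhibition means more luminescence from relief of DAX-1 repression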
hgDAF-12 ag = agonists of H. glycines DAF-12 nuclear receptor. activation, % at 6.8 µM. HEK293 GAL4-hgDAF12 UAS-luciferase reporter, agonist luminescence; normalized to butyrate control. hit rate 1.8% among 370,000;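 active = activation above a cutoff set at the mean of all screened compounds plus 3 SD, cut at about 10% in these data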;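 note: 0% = DMSO wells and 100% = sodium butyrate wells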
* marks the source's active call; other numbers are inactive results; x = no result given. The order is random. Share with any hit: about 7%.

SMILES | hcDAF12 agonist | GAA850 FXN act | sPLA2-III inh | ssDAF12 agonist | DAX1 inh-1 | PLCb3 inh | NR1D1 modulator | SMARCA2 act | PG9 binder | DAX1 inh-2 | hgDAF-12 ag
CCc1ccccc1NC(=S)N(Cc1ccc(C(=O)O)cc1)Cc1ccc(OC)c(OC)c1 | -1.7 | 2.4 | -3 | -1.2 | 0.2 | 4 | 2 | -1 | -0.1 | 0.0 | 2.6
CCC(=O)Nc1cc(-c2nn3c(C)nnc3s2)ccc1C | -1.1 | -1.1 | 6 | -1.6 | -0.1 | -4 | 5 | -1 | 0.9 | 0.4 | 0.0
O=C(Cn1c(=O)oc2cc(S(=O)(=O)N3CCCCC3)ccc21)N1CCCCC1 | -1.3 | 1.4 | 7 | -1.4 | 0.9 | -5 | -4 | -2 | 1.0 | 0.2 | -3.2
Cc1ccc(NC(=O)NC2=NN(c3ccccc3)C(=O)/C2=C2/CCCN2C)cc1 | -0.3 | -0.3 | 5 | -1.0 | -0.8 | -9 | -3 | 0 | 0.2 | 0.0 | -1.3
CC1(C)CC(=O)C(C=NCC2CCN(C(=O)Nc3ccc(Cl)c(Cl)c3)CC2)=C(O)C1 | 0.2 | 0.9 | 0 | -1.0 | -0.9 | 4 | -1 | 0 | 1.5 | -1.0 | 0.5
COc1ccc(-c2c(-c3cccc(C)c3)oc3ccc(-c4ccc5c(c4)OCO5)cc23)cn1 | -0.9 | 0.8 | 4 | -0.8 | 0.7 | 0 | 3 | 1 | -0.1 | 1.0 | 1.9
CN(C)C(=O)CCc1ccc2c3c([nH]c2c1)[C@]1(CCC2CCCC2)[C@@H](C(=O)N2CCOCC2)C[C@H](CC(=O)NCc2cccc(C(F)(F)F)c2)C(=O)N1CC3 | 0.0 | -0.9 | 6 | -0.7 | 0.6 | 2 | 0 | -4 | -0.2 | -0.6 | 0.5
CC1=C(C(N)=O)C(c2cccs2)NC(=S)N1 (stereo unspecified) | -0.9 | -0.3 | 3 | -0.6 | 1.6 | 4 | -1 | 1 | -1.3 | -0.4 | -0.8
CCn1c(CC(=O)Nc2ccc(C)cc2)nnc1SCC(=O)N1CCOCC1 | 2.2 | -0.5 | -1 | -1.3 | 0.4 | -7 | -2 | -2 | 0.3 | 0.0 | -3.6
CCCOC(=O)C1=C(C)NC2=C(C(=O)CCC2)C1c1ccc(N(C)C)cc1 (stereo unspecified) | -0.2 | -0.7 | 11 | -0.9 | -0.7 | -27 | -1 | -2 | -1.1 | -0.6 | 0.2
NC(=O)CSCc1cccc(Br)c1 | -1.1 | 1.5 | 0 | -1.1 | 1.0 | 0 | 2 | -1 | 0.6 | -0.5 | 0.8
Cc1cc(NC(=O)CCC(=O)N(CC(=O)NC2CCCC2)Cc2ccc3c(c2)OCO3)no1 | -1.7 | 3.1 | -1 | -1.7 | 0.9 | 1 | 2 | -1 | 0.3 | -0.1 | 2.8
CCC(C)Sc1nnc(CSc2nc(C)cc(C)n2)n1C (stereo unspecified) | -1.0 | 2.6 | -5 | -2.0 | 0.6 | 2 | -2 | -2 | -1.9 | 0.7 | 0.9
C[C@]12c3[nH]c4ccc(Cl)cc4c3CCN1C(=O)[C@@H](CC(=O)NCCC1=CCCCC1)C[C@@H]2C(=O)N1CCCCC1 | 1.2 | -1.4 | -2 | -1.0 | -0.7 | 3 | 1 | 6 | 0.3 | 0.2 | -1.0
CCOCCCNC(=O)C1(O)c2cc(Br)ccc2NC(=O)N1c1ccc(C)c(C)c1 (stereo unspecified) | -0.8 | 0.1 | 1 | -1.1 | -0.5 | 0 | 0 | 3 | -0.9 | -0.5 | -1.5
Cc1cccc(C(=O)N2CCN(S(=O)(=O)c3ccc4c(c3)OCCCO4)CC2)c1[N+](=O)[O-] | -1.4 | -2.1 | -4 | -1.3 | 0.0 | -5 | 1 | -3 | 0.0 | -1.6 | -3.6
O=C(NCCN1C(=O)S/C(=C/c2cccnc2)C1=O)c1cccs1 | -0.7 | 0.7 | 0 | -1.2 | 0.4 | -6 | -2 | -1 | -0.5 | 0.8 | 2.5
Cc1nc2ccc(NC(=O)N(C(C)C)C(C)C)cc2s1 | 0.1 | -0.1 | -3 | -0.6 | 1.1 | -33 | 0 | 2 | 0.5 | 0.7 | 1.5
CNC(=S)Nc1ccc(N2CCN(c3ccc(C(F)(F)F)cn3)CC2)nc1 | -2.6 | 0.5 | 14 | -1.5 | x | -5 | 6 | -3 | -1.8 | -1.1 | -2.0
CN(C(=O)c1cccc(NC(=O)Cc2cccc(NC(=O)C3CCCN(C(=O)C4CCCC4)C3)c2)c1)C1CCC1 (stereo unspecified) | -1.8 | -0.1 | -20 | -1.4 | 1.2 | 8 | 2 | -7 | 0.6 | -1.7 | -2.2
Cc1nn(-c2ccccc2)c(C)c1C(=O)NCCc1ccccc1 | 2.8 | 4.9 | 1 | -0.2 | 1.6 | -9 | 1 | 8.0* | -2.2 | 1.3 | 6.9
CCCOc1ccc(CNC(=O)CCC(=O)n2ncc3cc(C)ccc32)cc1 | -0.5 | 1.4 | -4 | -0.3 | 0.8 | 0 | 0 | 0 | -2.0 | 0.1 | -1.7
COc1ccc(CC(=O)N2CCN(C(=O)Cc3ccc(OC)cc3)CC2)cc1 | -2.7 | 0.5 | -1 | -0.7 | -1.3 | 5 | 6 | 2 | -0.3 | -0.3 | -2.1
COc1ccc(CN(C)C(=O)c2ccc3ccccc3n2)cc1F | -1.1 | 4.3 | -1 | -1.1 | -1.5 | -3 | 0 | 4 | -3.5 | 0.2 | -1.1
CCOc1ccc(N2C(=O)CC(Sc3nc(C)cc(C)n3)C2=O)cc1 (stereo unspecified) | -1.8 | 2.2 | -9 | -1.7 | -0.9 | -1 | -2 | 1 | -0.8 | -1.0 | -2.4

Record cards (already shown). Order of values: hcDAF12 agonist, GAA850 FXN act, sPLA2-III inh, ssDAF12 agonist, DAX1 inh-1, PLCb3 inh, NR1D1 modulator, SMARCA2 act, PG9 binder, DAX1 inh-2, hgDAF-12 ag
Cc1cc(NC(=O)CCC(=O)N(CC(=O)NC2CCCC2)Cc2ccc3c(c2)OCO3)no1 is entered as -1.7, 3.1, -1, -1.7, 0.9, 1, 2, -1, 0.3, -0.1, 2.8
CCCOC(=O)C1=C(C)NC2=C(C(=O)CCC2)C1c1ccc(N(C)C)cc1 (stereo unspecified) is entered as -0.2, -0.7, 11, -0.9, -0.7, -27, -1, -2, -1.1, -0.6, 0.2

(further entries)
SMILES | hcDAF12 agonist | GAA850 FXN act | sPLA2-III inh | ssDAF12 agonist | DAX1 inh-1 | PLCb3 inh | NR1D1 modulator | SMARCA2 act | PG9 binder | DAX1 inh-2 | hgDAF-12 ag
CCOc1ccc(NC(=O)CSc2ccccc2N)cc1 | 2.2 | -1.1 | 4 | -1.0 | 1.0 | -3 | 0 | 1 | 0.7 | -0.8 | 4.2
O=C(N/N=C/c1ccc(OCC(=O)N2CCOCC2)cc1)c1ccccc1Cl | 0.5 | -1.3 | -1 | -0.6 | -1.6 | 2 | 0 | 0 | -1.8 | 0.6 | 4.7
CCCCCCCSc1nnc(-c2ccccc2N)c(=O)[nH]1 | 0.2 | -0.6 | 2 | -0.7 | 1.4 | -2 | -4 | -3 | -2.4 | 0.6 | -1.2
CC(OC(=O)c1cc2ccccc2o1)C(=O)Nc1ccc(N2CCOCC2)cc1 (stereo unspecified) | -1.7 | 3.0 | 0 | -1.4 | 0.1 | -4 | -5 | -2 | 0.1 | 2.9 | 1.0
NC(=O)c1snnc1-c1ccccc1 | -1.5 | 2.1 | 0 | -2.2 | 0.8 | -5 | 3 | 0 | -1.5 | 1.3 | 0.2
O=C(/C=C/[C@H]1O[C@@H](n2cnc3c(NC(=O)c4ccccc4)ncnc32)[C@H](O)[C@@H]1O)NC1CCCCC1 | -1.0 | x | 9 | -0.5 | x | 3 | 3 | -3 | 0.2 | 1.1 | -0.1
Cc1cccc(OCC(=O)NCC(=O)N/N=C/c2ccc(N(C)C)cc2)c1 | -0.1 | -2.3 | 5 | -0.8 | 0.7 | -18 | -6 | 3 | -3.5 | -1.3 | 2.6
CCOC(=O)Cc1c[nH]c2ccccc12 | 3.2 | 0.3 | -15 | -0.3 | -0.2 | 1 | 0 | 1 | -0.4 | 0.9 | 3.9
CCOC(=O)c1c(-c2ccccc2)csc1NC(=O)c1cc(S(=O)(=O)N2CCOCC2)ccc1C | -3.0 | 1.9 | -9 | -1.3 | -1.3 | -64 | 34* | 1 | -0.5 | -0.6 | 3.4
COc1ccc(N2CCN(CCCNC(=O)c3ccc(CS(=O)(=O)c4ccc(Cl)cc4)o3)CC2)cc1 | -0.9 | -0.4 | 6 | -1.6 | -0.5 | -6 | -4 | 0 | -0.9 | -0.9 | -1.6
CCCS(=O)(=O)N1CCCC(C(=O)NCCCOCC)C1 (stereo unspecified) | -1.4 | 1.0 | 2 | -1.1 | 0.3 | 2 | -8 | 0 | -1.5 | -0.1 | -1.9
Cc1ccc(-n2c(=O)c3c(n4cnnc24)-c2ccccc2CC32CCCCC2)cc1 | -1.8 | 0.9 | 0 | -1.2 | -0.3 | -2 | 2 | -2 | 1.1 | -0.3 | 2.0
COc1cscc1C(N)=O | -0.4 | 1.7 | -3 | -1.1 | x | 0 | 1 | 3 | -2.7 | 0.1 | -0.2
CCOC(=O)CCc1c(C)nc2cc(C3CCCN(C(=O)OC(C)(C)C)C3)[nH]n2c1=O (stereo unspecified) | 1.9 | -2.0 | 2 | -1.5 | -0.5 | 0 | -20 | 4 | -3.3 | -0.5 | -2.3
NC(=O)C1CN(S(=O)(=O)c2ccc(Cl)cc2F)c2ccccc2O1 (stereo unspecified) | 4.7 | 1.8 | -2 | -0.3 | 0.0 | -5 | 9 | -3 | 0.2 | 0.2 | -0.9
Cc1cccnc1NC1(C(F)(F)F)N=C(c2ccccc2)NC1=O (stereo unspecified) | 0.6 | 2.0 | 4 | -1.7 | 0.8 | 0 | 1 | -4 | 0.9 | -0.9 | -0.3
CCC(C)NS(=O)(=O)c1ccc(S(=O)(=O)N(CCc2ccc(OC)c(OC)c2)Cc2cccs2)cc1 (stereo unspecified) | -6.3 | 0.9 | -31 | -2.9 | -1.7 | -2 | 7 | -5 | 0.1 | -2.7 | -7.2
CSc1ncccc1C(=O)OCc1ccccc1 | 1.7 | 4.1 | -2 | -0.3 | 0.0 | 6 | 0 | 3 | 2.0 | 0.6 | 2.7
COc1ccc(-c2cn3cc(Cl)ccc3n2)cc1OC | 8.6* | 4.5 | -12 | 0.7 | 1.9 | -250 | -6 | 8 | -2.2 | 2.4 | 9.0
O=C(O)c1ccc(CSCc2c(F)cccc2Cl)o1 | 0.1 | -1.5 | 1 | -1.4 | 0.3 | -33 | -3 | 2 | -1.3 | -1.1 | -2.0
CCN1CCN(c2ccc(S(=O)(=O)N3CCOCC3)cc2NC(=O)C2CCC(C(C)(C)C)CC2)CC1 (stereo unspecified) | -2.7 | -0.6 | -10 | -1.1 | 1.0 | -6 | -7 | 7 | 1.8 | 0.5 | 2.4
CCN(C(=O)c1sc(N)c(C#N)c1C)C1CCCCC1 | -1.6 | -1.4 | 1 | -1.5 | 0.0 | 2 | 1 | -3 | 0.3 | 0.7 | 2.0
O=C1Cc2ccccc2C(c2ccc(Cl)cc2)N1 (stereo unspecified) | -3.2 | 0.4 | 1 | -1.1 | -1.8 | -4 | -4 | -1 | -3.7 | -0.8 | 3.6
